PAFAH1B2 FP inh – inhibitors of human PAFAH1B2. P68402. recombinant PAFAH1B2, FP-rhodamine activity probe, fluorescence polarization. inhibition, % at 3.39 µM. hit rate 1.2% among 340,000;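 active = inhibition above the mean of all tested compounds plus 3 SD, cut at about 24% in these data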;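 also: 0% = enzyme with DMSO and 100% = wells lacking PAFAH1B2; many of its hits are not listed in these tables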
PAFAH2 FP inh – inhibitors of human PAFAH2; recombinant PAFAH2, FP-rhodamine activity probe, fluorescence polarization; inhibition, % at 3.39 µM; hit rate 0.99% among 340,000; AID 492956;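 active = inhibition above the mean over all tested compounds plus 3 SD, cut at about 30% in these data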;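 also: inhibitors block probe labeling of enzyme so polarization drops; 0% = enzyme with DMSO and 100% = wells lacking PAFAH2 protein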
pPAFAH inh – inhibitors of human plasma PAF acetylhydrolase (pPAFAH); inhibition, % at 3.39 µM; Q13093; recombinant pPAFAH, FP-rhodamine probe fluorescence polarization; hit rate 1.5% among 330,000; AID 463082;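 active = inhibition above the mean inhibition across the screen plus 3 SD, cut at about 25% in these data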;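 also: inhibitors block binding of the rhodamine activity-based probe so polarization drops; 0% = enzyme with DMSO and 100% = wells lacking pPAFAH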
PAFAH1B3 inh – blocks human PAF acetylhydrolase 1B catalytic subunit 3; Q15102; recombinant PAFAH1B3, FP-rhodamine probe, fluorescence polarization; inhibition, % at 3.39 µM; hit rate 0.28% among 340,000; AID 492972;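 active = inhibition above the screen-wide average of all tested compounds plus 3 SD, cut at about 25% in these data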;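 also: 0% = enzyme with DMSO only and 100% = wells lacking PAFAH1B3 protein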
Target sequence (Q15102 whole entry, looked up): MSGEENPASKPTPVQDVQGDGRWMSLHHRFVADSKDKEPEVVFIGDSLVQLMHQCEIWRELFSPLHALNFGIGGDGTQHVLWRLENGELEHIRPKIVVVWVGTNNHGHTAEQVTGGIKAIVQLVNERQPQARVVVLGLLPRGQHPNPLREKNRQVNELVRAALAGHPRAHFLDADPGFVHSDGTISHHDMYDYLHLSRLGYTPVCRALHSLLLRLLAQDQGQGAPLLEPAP
PREPL inh – inhibitors of human prolyl oligopeptidase-like enzyme PREPL; recombinant PREPL, fluorescence polarization activity-based probe; inhibition, % at 5.96 µM; hit rate 0.68% among 320,000; AID 2751; in the data active = inhibition above about 43%;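 also: 0% = enzyme with DMSO and 100% = wells lacking enzyme; many of its hits are not listed in these tables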
LYPLA1 counter – blocks human lysophospholipase 1, a PME1 counter-screen | O75608 | recombinant LYPLA1, FP-Rh probe fluorescence polarization | inhibition, % at 5.9 µM | hit rate 0.16% among 320,000;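 active = inhibition above the mean of all tested compounds plus 3 SD, set per campaign, cut at about 14% in these data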;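 also: inhibitors block serine hydrolase probe labeling of LYPLA1 so polarization falls; 0% = enzyme with DMSO and 100% = wells lacking LYPLA1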
PAD4 inh – inhibitors of human PAD4; inhibition, % at 6.36 µM; recombinant PAD4, RCA probe fluorescence polarization; hit rate 0.41% among 330,000; Q9UM07; AID 485272;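 active = percent inhibition above a cutoff equal to the mean of all tested compounds plus 3 SD, cut at about 15% in these data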;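 also: 0% = PAD4 with RCA probe and DMSO and 100% = probe without PAD4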
Target sequence (Q9UM07 whole entry, looked up): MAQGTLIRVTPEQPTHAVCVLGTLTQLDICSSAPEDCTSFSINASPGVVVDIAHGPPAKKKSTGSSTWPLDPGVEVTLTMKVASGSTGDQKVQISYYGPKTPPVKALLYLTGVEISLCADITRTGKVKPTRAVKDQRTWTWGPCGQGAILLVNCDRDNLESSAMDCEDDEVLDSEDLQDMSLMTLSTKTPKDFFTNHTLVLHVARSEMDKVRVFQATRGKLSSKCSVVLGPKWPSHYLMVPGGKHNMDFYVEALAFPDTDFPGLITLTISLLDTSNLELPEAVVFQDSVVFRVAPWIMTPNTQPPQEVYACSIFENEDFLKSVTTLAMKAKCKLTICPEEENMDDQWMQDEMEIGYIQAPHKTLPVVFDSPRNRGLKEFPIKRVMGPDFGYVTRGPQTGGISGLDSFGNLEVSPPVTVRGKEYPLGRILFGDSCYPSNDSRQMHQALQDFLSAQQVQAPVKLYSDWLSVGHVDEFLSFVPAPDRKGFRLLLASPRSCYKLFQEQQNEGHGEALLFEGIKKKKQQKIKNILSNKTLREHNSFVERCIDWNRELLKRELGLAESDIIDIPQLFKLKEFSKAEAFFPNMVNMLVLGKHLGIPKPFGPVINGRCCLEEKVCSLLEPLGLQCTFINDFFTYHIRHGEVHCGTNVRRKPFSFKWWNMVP
LYPLA2 counter – counter-screen for PME1 inhibitors: inhibitors of human LYPLA2. O95372. recombinant LYPLA2, FP-Rh probe fluorescence polarization. inhibition, % at 5.9 µM. hit rate 0.38% among 320,000. AID 2177;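 active = inhibition above the screen-wide mean plus 3 SD, limit set per campaign, cut at about 26% in these data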;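 also: 0% = LYPLA2 with DMSO and 100% = wells lacking LYPLA2 enzyme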
GSTO1 counter – GSTO1 inhibition, counter-screen for RBBP9 inhibitors | P78417 | recombinant GSTO1, activity-based probe fluorescence polarization | inhibition, % at 5.96 µM | hit rate 1.1% among 300,000;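 active = inhibition above the campaign mean inhibition plus 3 SD, cut at about 35% in these data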;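 also: 0% = GSTO1-1 with DMSO and 100% = wells lacking GSTO1-1 enzyme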
Active calls of the source: *; / = not tested or not shown; & = joins results of further samples.

entry | smiles | PAFAH1B2 FP inh | PAFAH2 FP inh | pPAFAH inh | PAFAH1B3 inh | PREPL inh | LYPLA1 counter | PAD4 inh | LYPLA2 counter | GSTO1 counter
1 | Cc1sc2ncnc(N3CCC(C(=O)Nc4ccc(C#N)c(Cl)c4)CC3)c2c1C | -3 | -15 | -10 | -10 | 31 | -18 | -7 | -26 | -11
2 | CC(C)c1ccc(N2C(=O)NC(=O)/C(=C\c3cnc(-c4ccccc4)nc3)C2=O)cc1 | 1 | 0 | 10 | 1 | -4 | 1 | -2 | -2 | 14
3 | COc1ccc(C(O)CNC(C)C)c(F)c1OC (centres undefined) | 1 | -3 | 2 | 6 | -2 | 1 | -2 | 8 | 2
4 | CC1(O)C[C@]2(C)N(O)C3CCCC[C@@H]3N2O1 (some centres undefined) | -2 | 5 | 1 | -2 | 2 | -2 | 3 | -7 | 5
5 | O=C(Cn1ncc2ccsc2c1=O)N1CCC2(CC1)OCCO2 | 0 | 4 | 3 | 3 | 3 | -3 | 2 | 5 | -1
6 | CCN1CC=C(c2c[nH]c3ccccc23)CC1 | 2 | -4 | 2 | 0 | -30 | -2 | 2 | 3 | 4
7 | COc1ccccc1N1C(=O)NC(=O)/C(=C/c2ccc3c(c2)Cc2ccccc2-3)C1=O | 5 | 0 | 9 | -1 | -19 | -4 | -4 | 2 | 13
8 | CCOC(=O)c1c(N)n(Cc2ccccc2)c2nc3ccccc3nc12 | 2 | 0 | -3 | 36* | 16 | -2 | 42* | 0 | 77*
9 | O=C1NC(=O)N(c2ccc(Cl)cc2)C(=O)/C1=C/c1coc2ccc(O)cc2c1=O | -5 | -4 | 6 | -2 | 3 | -8 | -5 | -11 | 14
10 | CCOC(=O)[C@@]12C(=O)C(=O)N[C@]1(c1ccccc1)C1OCCCC12 (some centres undefined) | 2 | 5 | 3 | 12 | -4 | 3 | 0 | 7 | -2
11 | Cc1c(C=C2C(=O)N(C)C(=O)N(C)C2=O)c(=O)n(-c2ccccc2)n1C | 4 | -8 | 1 | -5 | -4 | -1 | -4 | -1 | 2
12 | CCOC(=O)c1c(C)c(C(=O)N2CCC3(CC2)OCCO3)c(C)n1CC | -1 | 5 | 2 | -7 | 13 | 3 | -5 | 3 | -1
13 | O=P(O)(O)C12CC3CC(CC(C3)C1)C2 | 7 | 1 | -2 | 11 | 16 | 1 | -1 | -2 | 2
14 | CCCn1ncc(C(=O)O)c1C | -2 | 3 | -3 | 10 | 22 | 1 | 4 | 6 | -6
15 | O=CNc1ccc(OP(=O)(Oc2ccccc2)Oc2ccccc2)cc1 | 3 | -3 | 3 | 8 | -6 | -8 | -4 | -5 | 2
16 | O=C(CCC(=O)N1CC2C[C@@H](C1)Cn1c2cccc1=O)NCCc1ccccc1F | -2 | -1 | 1 | 7 | 7 | 1 | 1 | 9 | -5
17 | CCC(COC(=O)c1cc(OC)c(OC)c(OC)c1)(c1ccccc1)N(C)C (centres undefined) | -4&3 | -12&7 | 0&3&-1 | 13&-3 | 7&19&18 | 2&-2&2 | -4&-4&-1 | 0&-5&1 | 2&9&-2
18 | CCC1(C)CN(S(=O)(=O)OCC(Cl)(Cl)Cl)C(=O)N1 (centres undefined) | 5 | 6 | -2 | 8 | 6 | 1 | -2 | -2 | -4
19 | CC(=O)NC(Cc1ccc(N(CCCl)CCCl)cc1)C(=O)NC(C(=O)O)C(C)C (centres undefined) | 25* | 1 | 0 | -3 | -10 | 0 | -4 | 1 | -6
20 | CCOC(=O)C(O)(c1ccc(N(C)C(=O)c2ccc(Cl)c(Cl)c2)cc1)C(F)(F)F (centres undefined) | 0 | 1 | 0 | 5 | 14 | 1 | 2 | -1 | 1
21 | CCOC(=O)C1CCN(/C=C2/C(=O)NC(=O)N(c3cccc(C)c3C)C2=O)CC1 | 1 | 7 | 1 | 5 | 1 | -1 | -3 | 0 | 3
22 | C=CCN1CCC2(C)c3cc(O)ccc3CC1C2C (centres undefined) | 4 | 0 | 0 | 2 | 2 | -1 | 4 | -1 | 2
23 | O=C(Cc1ccccc1)N1CCN(Cc2cccnc2)CC1 | 5 | 7 | -3 | 4 | -1 | -3 | -1 | -8 | 1
24 | COC(=O)C1=COC(C)C2CN3CCC4(C(=O)Nc5ccccc54)C3CC12 (centres undefined) | 1 | 0 | 5 | 4 | -1 | 5 | 0 | 6 | 3
25 | CCn1c(O)c(/C=N/NC(=O)c2ccccc2)c(=O)n(CC)c1=S | / | / | 22 | / | 7 | 1 | -5 | 7 | -53
26 | COC(=O)C1=C(c2ccccc2)C[C@@H]2CC[C@H]1N2C(=O)NCc1ccc(C(F)(F)F)cc1 | -3 | 1 | 9 | 2 | -28 | 0 | 2 | 2 | 2
27 | C=CCn1c(=O)c(C=Nc2c(OC)cccc2[N+](=O)[O-])c(O)n(CCCC)c1=O | 1 | -11 | 6 | -6 | 6 | 6 | -6 | 4 | 7
28 | CCN1CCN(C(=O)COc2ccc(S(=O)(=O)NC(C)C)cc2)CC1 | -2 | -2 | 2 | -6 | 8 | 0 | 1 | 2 | 1
29 | CC(C)OP(=O)(OC(C)C)C(NCc1ccccc1)c1ccccc1 (centres undefined) | 0 | -2 | 5 | -2 | 4 | 0 | 2 | 4 | 3
30 | COC(=O)C1C2c3ccccc3OC1(C)N=c1s/c(=C/c3cn(C)nc3C)c(=O)n12 (centres undefined) | 0 | -4 | 3 | 5 | -29 | 0 | 4 | 8 | -9
31 | O=[N+]([O-])c1ccc2c(c1)C(c1ccccc1)=NCCN2 | 4 | 3 | 8 | 3 | -8 | 5 | -3 | 5 | 5
32 | CC(=O)N1N=C2C3CCN(CC3)C2C1c1ccc(Br)cc1 (centres undefined) | 3 | 0 | 5 | 4 | 15 | 5 | 2 | 7 | 3
33 | O=C(CN1CC=C(c2ccccc2)CC1)Nc1c(Cl)cccc1Cl | 3 | -1 | 10 | 5 | 14 | 0 | 3 | -1 | 1
34 | Clc1cccc(N2CCNCC2)c1 | 0 | 4 | -9 | 16 | 5 | -1 | -1 | 0 | 0
35 | O=C(Nc1ccccc1F)OC1CN2CCC1CC2 (centres undefined) | 8 | 1 | 2 | 3 | 9 | -3 | -1 | 3 | -16
36 | Cc1ccc(N(C)C(=O)Oc2ccc(C(=O)c3ccc(Cl)cc3)cc2)cc1 | 10 | 4 | 0 | 4 | 14 | -2 | 5 | -5 | -1
37 | N#CCCn1cc(C(=O)Nc2ccccc2Br)c(-c2ccc3c(c2)OCCO3)n1 | -1 | -2 | -2 | 2 | 3 | -1 | -8 | 4 | -7
38 | O=C1NC(=O)N(CCC2=CCCCC2)C(=O)/C1=C/c1cccs1 | / | / | -3 | / | -8 | -10 | -24 | -20 | 21
39 | CC(C)CN1CCN(Cc2ccc(F)cc2Cl)CC1CCO (centres undefined) | 0 | 5 | -1 | 10 | 6 | -1 | -6 | -2 | -4
40 | COc1ccc(OC)c(-n2c(O)c(C=NCc3ccc4c(c3)OCO4)c(=O)[nH]c2=O)c1 | 2 | -1 | 3 | 12 | 24 | 0 | -3 | -2 | -8
41 | Cc1c(N)c(C)c([N+](=O)[O-])c(C)c1[N+](=O)[O-] | 6 | -1 | 2 | -1 | -2 | -4 | -1 | 0 | 2
42 | CC(=O)O[C@H]1[C@H]2O[C@]23[C@@H]2CC[C@]4(O)C[C@@H](O)CC[C@]4(C)C2CC[C@]3(C)[C@H]1c1ccc(=O)oc1 (some centres undefined) | 0 | -8 | -2 | 15 | 1 | 0 | 2 | 0 | /
43 | CCC12CN3CCN(CC(C3)/C1=N/NC(N)=O)C2 | 4 | 2 | 2 | 9 | -4 | 0 | 2 | -3 | -4
44 | Cc1cc(NC(=O)C(Cl)(Cl)Cl)no1 | 6 | -3 | 1 | -2 | 24 | 4 | -1 | 8 | 8
45 | COCCNC(=O)c1c(N)n(Cc2ccco2)c2nc3ccccc3nc12 | 4 | 3 | 17 | 4 | 13 | -4 | -7 | -6 | 21
46 | O=[N+]([O-])c1ccc(NCCCN2CCOCC2)c2ncccc12 | -1 | -1 | 3 | 3 | 2 | -2 | 2 | -6 | -4
47 | NCCc1ccccn1 | / | / | -1 | / | 16 | 2 | 0 | 4 | 2
48 | O=C1/C(=C\c2ccc3c(c2)OCO3)N2CCC1CC2 | 1 | 3 | 2 | 14 | 12 | -1 | -5 | -3 | -2
49 | CCS(=O)(=O)NC(C)c1nnc2n1-c1ccc(Br)cc1C(c1ccccc1Cl)=NC2 (centres undefined) | / | / | 1 | / | 3 | 0 | 2 | -4 | -2
50 | C=CCn1c(O)c(C(CC)=NC2CC2)c(=O)[nH]c1=O | 0 | 1 | 4 | 4 | 4 | -3 | -2 | -2 | 0
51 | CN1CCC(C)(O)C2CCCCC21 (centres undefined) | 4 | 4 | 0 | 7 | 0 | -2 | -3 | -9 | -4
52 | CN(CC(=O)Nc1ccccc1-c1ccccc1)C1CCCCC1 | 21 | 4 | 2 | 0 | 0 | 0 | 0 | 2 | -5
53 | C=CCn1c(O)c(C(C)=NCCO)c(=O)[nH]c1=O | 4 | 2 | 1 | 5 | 5 | 0 | -3 | 1 | -4
54 | C[n+]1c(-c2ccccc2)cc(-c2ccc(Cl)cc2)cc1-c1ccccc1 | 5 | 6 | -3 | 10 | 9 | 5 | 2 | 3 | 7
55 | C1=C(c2c[nH]c3ccccc23)CCNC1 | / | / | -2 | / | 62* | -1 | -12 | 6 | -7
56 | C=CCC1(CN2CCCC2=O)C(=O)NC(=O)NC1=O | 3 | 3 | 1 | 1 | -4 | 1 | -1 | -4 | 3

The list continues.
entry | smiles | PAFAH1B2 FP inh | PAFAH2 FP inh | pPAFAH inh | PAFAH1B3 inh | PREPL inh | LYPLA1 counter | PAD4 inh | LYPLA2 counter | GSTO1 counter
57 | COCCNC(=O)CN1C(=O)CN=C(c2ccccc2)c2ccccc21 | 0 | 0 | 4 | 1 | 9 | 1 | 4 | 7 | 19
58 | CC1CN=C(Nc2cccc3ccccc23)S1 (centres undefined) | 7 | -5 | 5 | 11 | -11 | 2 | 1 | 4 | 7
59 | O=C1NC(=O)C(=Cc2ccc(Oc3ccc([N+](=O)[O-])cc3)cc2)C(=O)N1 | 7 | 4 | 1 | 3 | -15 | 6 | -9 | 38* | 49*
60 | CC/C(=N\NC(=O)c1ccccc1O)c1c(O)n(C2CCCCC2)c(=O)[nH]c1=O | 19 | 17 | 20 | 10 | 7 | 2 | -4 | 10 | 8
61 | C=C1[C@H]2C[C@H]3[C@H]4N5C[C@]6(C)CCC[C@]47[C@H]([C@H]2O)[C@]3(C[C@]5(O)[C@H]67)[C@@H]1O | -2 | -2 | 0 | 3 | -6 | 3 | 1 | 8 | -4
62 | CN1CCN(c2ccc(Cl)cc2N)CC1 | -1 | -1 | 2 | 3 | -6 | 0 | -3 | -5 | 4
63 | CN(C(=O)c1ccc(Cl)nc1)C1(c2ccccc2Cl)CCCCC1=O (centres undefined) | 3 | 1 | -1 | 4 | -10 | 1 | -7 | -1 | -4
64 | C(=N\NC1=NCCCCC1)/c1c[nH]c2ccccc12 | 5 | -1 | 6 | 7 | 11 | 2 | 0 | 8 | 10
65 | CC(NCc1ccc(Cl)cc1)C(O)c1ccccc1 (centres undefined) | 6 | 3 | -4 | -2 | 2 | -1 | -3 | 3 | -1
66 | CCC1CO/C(=C(\C(Cl)=C(Cl)Cl)[N+](=O)[O-])N1Cc1ccc(Cl)nc1 (centres undefined) | -3 | 3 | 3 | -4 | 1 | 0 | 3 | 2 | 1
67 | CCC(C)n1c(O)c(/C=N/NC(=O)c2ccncc2)c(=O)[nH]c1=S (centres undefined) | 1 | 58* | 6 | 5 | -6 | 4 | 0 | 0 | -14

A portion of the library; the hit share may differ from the screen's.
